Shn3 3UTR inh: Schnurri-3 reporter inhibition in Clone20 osteoblasts; hit rate 0.52% among 360,000; inhibition, % at 12.5 µM; Clone20 osteoblast Shn3 3'UTR firefly luciferase, 24 h;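 active means mean inhibition of at least 75% with every replicate also reaching 75%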;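 further: 0% = median of neutral control wells and 100% = pilot-screen positive control compound; some compounds past the cut are filed as inactive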
SRC3 inh: human NCOA3 inhibition; inhibition, % at 3.6 µM; Q9Y6Q9; HEK293 GAL4-SRC3 luciferase reporter, luminescence; hit rate 0.17% among 360,000;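 active means inhibition above a per-campaign cutoff, the mean of all compounds plus 3 SD, cut at about 60% in these data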;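 further: 0% = DMSO-treated cells and 100% = gossypol-treated cells at 36 µM; higher means less SRC3-driven luciferase light from the GAL4 reporter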
TWEAK-Fn14 inh: blocks TWEAK-Fn14 interaction in a reporter cell assay; inhibition, % at 10 µM; hit rate 2% among 360,000; TWEAK-stimulated Fn14 reporter cells, luciferase luminescence, 8 h; in the data active means inhibition above about 50%
COUP-TFII inh: inhibitors of human COUP-TFII (NR2F2); AID 686940; inhibition, % at 8.6 µM; P24468; hit rate 0.7% among 370,000; HEK293T NGFI-A luciferase reporter, luminescence;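 active means inhibition above a per-plate cutoff, mean inhibition of test wells between control levels plus 3 SD, cut at about 38% in these data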;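 further: cells cotransfected with COUP-TFII expression vector driving the NGFI-A reporter; 0% = median of COUP-TF2 test wells and 100% = reporter-only cells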
Target sequence (P24468 whole entry, looked up): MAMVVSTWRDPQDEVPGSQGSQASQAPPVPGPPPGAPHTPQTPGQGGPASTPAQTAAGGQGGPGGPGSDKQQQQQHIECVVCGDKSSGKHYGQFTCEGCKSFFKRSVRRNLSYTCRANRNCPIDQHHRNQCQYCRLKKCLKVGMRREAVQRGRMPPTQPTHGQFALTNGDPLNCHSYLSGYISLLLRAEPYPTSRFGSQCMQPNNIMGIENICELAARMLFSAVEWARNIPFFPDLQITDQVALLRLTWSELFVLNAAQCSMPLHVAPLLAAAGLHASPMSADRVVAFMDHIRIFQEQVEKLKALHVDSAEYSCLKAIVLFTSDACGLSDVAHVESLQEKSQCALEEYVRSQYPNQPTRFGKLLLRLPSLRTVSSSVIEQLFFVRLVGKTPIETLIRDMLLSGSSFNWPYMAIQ
CF NFkB inh: blocks PAF-induced NF-kB reporter in cystic fibrosis cells; KKLEB NF-kB-GFP reporter, GFP fluorescence overnight; inhibition, % at 5 µM; hit rate 0.86% among 360,000;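 active means at least 50% inhibition at 5 µM, scaled per plate between neutral and stimulator controls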;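 further: PAF is a Pseudomonas aeruginosa culture filtrate used as stimulus; plate controls were PAF-stimulated DMSO wells for no effect and unstimulated DMSO wells for full effect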
KKLEB tox: counter-screen for CF NF-kB inhibitors: cytotoxicity; KKLEB CF airway cells viability, ATPlite luminescence, overnight; active compounds read low; cells stimulated with P. aeruginosa culture filtrate; activity change (cytotoxicity), % at 5 µM; hit rate 0.36% among 360,000;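 active means corrected activity change at or below -50% at 5 µM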
TROY NFkB inh: inhibitors of TROY-dependent NF-kB signaling; Q293 LMP1-TROYcd NF-kB luciferase reporter, 4 h; inhibition, % at 10 µM; hit rate 0.98% among 360,000; AID 1347056;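 active means compounds whose plate-normalised and pattern-corrected inhibition of the luciferase reporter signal at the single screening dose is 50% or more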
NCOA1 inh: human NCOA1 inhibition; Q15788; HEK293 GAL4-SRC1 luciferase reporter, luminescence; inhibition, % at 3.6 µM; hit rate 0.12% among 360,000; AID 588354;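 active means inhibition above the campaign mean plus 3 SD, with each screening campaign given its own cutoff, cut at about 60% in these data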;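 further: 0% = DMSO treated cells and 100% = gossypol at 36 µM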
LRH-1 inv ag: inverse agonists of human LRH-1 (NR5A2); O00482; AID 602396; inhibition, % at 3.6 µM; HEK293T StAR-luciferase reporter, LRH-1 transfected, 24 h; hit rate 0.13% among 360,000;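 active means inhibition above the mean inhibition of all tested compounds plus 3 SD, cut at about 73% in these data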;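 further: 0% = DMSO wells and 100% = reporter-only cells lacking LRH-1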
Target sequence (O00482 whole entry, looked up): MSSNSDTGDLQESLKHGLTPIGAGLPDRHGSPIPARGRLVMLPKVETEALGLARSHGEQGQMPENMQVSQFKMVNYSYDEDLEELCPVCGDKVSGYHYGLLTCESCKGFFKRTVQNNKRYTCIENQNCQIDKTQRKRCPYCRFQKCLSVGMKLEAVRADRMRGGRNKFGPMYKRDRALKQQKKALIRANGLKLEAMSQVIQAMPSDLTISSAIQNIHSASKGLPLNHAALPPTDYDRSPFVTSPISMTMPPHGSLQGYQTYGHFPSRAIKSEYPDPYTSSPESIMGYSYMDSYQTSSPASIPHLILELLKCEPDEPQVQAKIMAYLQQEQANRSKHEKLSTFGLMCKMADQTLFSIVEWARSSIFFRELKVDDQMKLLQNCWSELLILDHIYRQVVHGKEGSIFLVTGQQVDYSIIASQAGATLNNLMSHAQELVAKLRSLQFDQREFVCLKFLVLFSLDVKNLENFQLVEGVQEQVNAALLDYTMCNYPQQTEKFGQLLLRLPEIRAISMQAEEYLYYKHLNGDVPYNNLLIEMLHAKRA
TRAIL sens C8: caspase-8 TRAIL sensitization. inhibition (viability loss, TRAIL sensitization), % at 10 µM. AID 624354. hit rate 1% among 360,000. NB7+C8 cells + TRAIL, ATPlite viability luminescence;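 active means compounds causing at least 50% loss of cell viability in the single-dose screen, relative to plate controls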
LMP1 NFkB inh: reduces LMP1-driven NF-kappaB luciferase signal. LMP1-induced NF-kappaB luciferase reporter cells, luminescence. inhibition, % at 12.5 µM. hit rate 0.69% among 350,000; in the data active means inhibition above about 41%;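 further: 0% = neutral control wells and 100% = reference inhibitor control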
The depositor's hits bear a star; x = no result given. A portion of the library; count on the stated rates, not on these rows.

SMILES	Shn3 3UTR inh	SRC3 inh	TWEAK-Fn14 inh	COUP-TFII inh	CF NFkB inh	KKLEB tox	TROY NFkB inh	NCOA1 inh	LRH-1 inv ag	TRAIL sens C8	LMP1 NFkB inh
Nc1ccc(-c2cnc3ccccc3n2)cc1	-16	-60	47	-36	-2	0	17	-74	-115	-6	x
O=C(N/N=C/c1cccc([N+](=O)[O-])c1)c1ccc(CN2CCOCC2)cc1	7	1	-5	15	-2	6	5	-2	-12	-8	-4
O=C(N/C(=C\c1ccccc1)C(=O)N1CCCCC1)c1ccco1	10	-4	2	-14	6	-11	-6	-16	5	-7	0
Cc1cccc(C(=O)NCCCNC(=O)c2cccnc2)c1	9	-11	8	3	2	5	-1	-26	-1	-27	1
CCOc1cc(/C=C2\SC(=Nc3ccc(CC)cc3)NC2=O)ccc1OCC(=O)O	-12	0	23	1	13	9	-1	4	7	-3	3
COCCNc1nc(CSc2ccccc2)nc2sc(C)c(C)c12	-4	15	7	-1	13	0	-4	-9	8	15	-3
CCCn1c(SCc2nc(N)nc(N3CCCCC3)n2)nc2c1c(=O)n(C)c(=O)n2C	23	-1	16	-6	-2	1	18	1	-5	3	1
CCCCc1ccc(NC(=O)CSc2nnc(CNC(=O)c3ccco3)o2)cc1	-3	3	10	2	-2	1	-4	-29	-10	-8	5
C=CCn1cc(C(=O)NCc2ccc3c(c2)OCO3)c(=O)c2cc(S(=O)(=O)N(CC)CC)ccc21	25	8	-18	6	12	-10	15	0	-7	-3	15
N/C(=N\OC(=O)c1ccc(Br)cc1)c1cccc([N+](=O)[O-])c1	-32	-19	-15	-9	-18	2	-85	-40	-22	-3	-43
NC(=O)c1ccsc1NC(=O)CN1C(=O)NC2(CCCCC2)C1=O	9	18	15	0	-17	7	11	-5	8	-5	4
Cc1ccc(-c2nc(Nc3ccccc3)n[nH]2)cc1	-42	-113	40	-55	-19	7	-13	-84	-175	3	-47
CCOC(=O)c1sc(NC(=O)CSc2nnnn2-c2ccc(C)cc2)c(C(=O)OCC)c1C	15	8	-6	-5	6	-11	13	6	9	3	-2
NC(=O)c1ccsc1NC(=O)CN1CCN(S(=O)(=O)c2ccccc2C(F)(F)F)CC1	18	17	29	16	13	-11	50*	-2	8	22	1
CCOC(=O)N1CCN(C(=S)Nc2ccccc2C)CC1	0	11	-4	-15	7	-3	-2	-1	-8	-10	-5
CC(C)Nc1ncnc2c1cnn2Cc1ccc(Cl)cc1	-1	6	16	-11	17	1	2	6	18	-4	-3
Cn1c(N)c(C(=O)COC(=O)c2ccccc2C(=O)c2ccc(Cl)cc2)c(=O)n(C)c1=O	-30	15	21	13	-14	-9	-1	14	3	-19	8
COc1cccc(CNS(=O)(=O)c2c(C(=O)N3CCCCCC3)c(C)n(C)c2C)c1	-8	9	25	5	7	-3	-13	15	-11	-8	2
CCCCN(C(=O)c1cc(Cl)nc2ccccc12)c1c(N)n(CCC)c(=O)[nH]c1=O	-9	-2	2	-5	-7	10	-11	3	6	-15	2
COC(=O)CC#N	20	12	-9	-6	16	0	1	-5	11	5	7
CC(C)OC(=O)Nc1ccc(-c2ccc(NC(=O)OC(C)C)cc2Cl)c(Cl)c1	27	-1	-4	-4	11	2	-32	2	-4	-23	-16
O=C(NCc1ccc(F)cc1)c1cc(-c2ccncc2)nc2ccccc12	19	-17	22	-12	-11	-7	-4	-44	5	24	-6
N#C/C(=C\c1ccc(N2CCCCC2)o1)C(=O)Nc1cccc(Br)c1	-22	-87	8	-29	-78	14	21	-71	-124	18	-30
COCCNC(=O)C1CC(=O)N(C2CCCC2)C1 (stereo unspecified)	16	2	23	-3	8	-12	7	-3	9	13	-6
O=C(O)c1ccc2c(c1)N(Cc1ccccc1)C(=O)c1ccccc1S2=O (stereo unspecified)	9	-10	8	0	-8	1	1	-20	11	29	-1
C=CCn1c(SCC(=O)NC2(C#N)CCCCC2)nnc1-c1ccncc1	-10	-29	1	-7	0	8	-5	2	1	-2	-2
O=C(c1cc(-c2ccc(Br)cc2)on1)N1CCCC1	-35	-122	34	-52	-20	-3	-11	-67	-126	41	2
CCOc1ccc(S(=O)(=O)N(C)c2ccc(OCC(=O)NCCc3ccc(OC)cc3)cc2)cc1	26	12	4	1	-12	-9	27	-10	3	-10	-11
Cc1c(C2Nc3ccccc3NC3=C2C(=O)CC(C)(C)C3)cnn1C (stereo unspecified)	-2	0	-8	6	-6	4	12	-6	6	0	-5
CC(C)=CCN1CCN(Cc2cnc(C)s2)CC1CCO (stereo unspecified)	13	16	15	23	-14	2	16	-8	11	37	-5
COc1ccccc1NC(=O)NNC(=O)c1ccc2ccccc2c1O	4	-16	1	-15	6	3	-40	-23	13	-14	-1
Cc1ccc(OCC(=O)c2cc(C)n(C)c2C)c([N+](=O)[O-])n1	-3	3	38	2	6	-1	-7	1	-13	-6	0
COc1ccc(C(C(=O)NC(C)(C)C)N(Cc2ccco2)C(=O)CCC(=O)Nc2ccccn2)cc1 (stereo unspecified)	-1	-14	3	4	6	0	14	-6	3	-10	1
CC1=C(C(=O)N2CCOCC2)C(c2ccccc2F)C2=C(CCCC2=O)N1 (stereo unspecified)	-3	19	-2	12	4	2	-12	-15	9	15	5
Cc1ccccc1C(=O)N1N=C(c2cccc(NS(C)(=O)=O)c2)CC1c1cccs1 (stereo unspecified)	-18	-2	3	-10	11	-2	14	15	1	-9	11
COc1cc(C(=O)OCc2ccccc2C#N)ccc1OCC(=O)N1CCOCC1	5	3	-13	24	6	-6	-9	-21	19	-16	5
CCN1C(=C(C#N)C#N)C=Cc2cc(C)ccc21	-17	8	-22	-29	-39	11	-33	-6	-9	1	5
Cc1ccc(NC(=O)CSC2=C(C#N)C(c3ccco3)C3=C(CC(C)(C)CC3=O)N2)cc1 (stereo unspecified)	6	16	33	-11	18	-7	13	-1	-5	0	8
COc1ccc(N(C(C)=O)S(=O)(=O)c2cccc3cccnc23)cc1	-9	4	-5	-1	-16	10	-9	13	-6	-2	-7
CCOC(=O)C1CCCN(c2nc3ccccc3nc2C(C#N)C(=O)OCCOC)C1 (stereo unspecified)	19	9	-6	0	4	-2	-7	7	11	3	-28
COc1ccc(CN2CCN(Cc3cccn3-c3ncccn3)CC2CCO)c(C)c1C (stereo unspecified)	32	-1	-14	6	-7	23	2	5	6	12	2
CCOc1ccc(N=NC2C(=O)N(C(N)=S)N=C2C)cc1 (stereo unspecified)	-3	-62	-18	-40	-14	7	-85	-92	-111	27	-5
O=C(Nc1csc(Cc2c(Cl)cccc2Cl)n1)NN1CCOCC1	-1	5	-13	20	12	-4	-7	1	11	5	6
CCCn1c(/N=C/c2c[nH]c3ccccc23)nc2ccccc21	5	1	-22	-7	-12	5	-4	15	1	3	0
N#Cc1cnn2c(-c3ccccc3)ccnc12	-1	-3	-1	8	-19	3	15	-3	-9	-10	3
O=C(Oc1c(Cl)cc(Cl)c2cccnc12)c1cccs1	18	7	109*	21	1	18	15	6	11	29	8
Cc1cc(NC(=O)C2CCCN(S(=O)(=O)c3c(C)noc3C)C2)no1 (stereo unspecified)	15	4	8	6	9	-8	-14	-7	5	-9	1
COc1c(Cl)c(=O)oc2ccc(Cl)cc12	-11	-6	-1	-7	-32	2	-3	-17	10	-5	10

Exported with two lines to a compound: entries from further up
Fields: Shn3 3UTR inh, SRC3 inh, TWEAK-Fn14 inh, COUP-TFII inh, CF NFkB inh, KKLEB tox, TROY NFkB inh, NCOA1 inh, LRH-1 inv ag, TRAIL sens C8, LMP1 NFkB inh
- Nc1ccc(-c2cnc3ccccc3n2)cc1
  -16, -60, 47, -36, -2, 0, 17, -74, -115, -6, x
- O=C(N/N=C/c1cccc([N+](=O)[O-])c1)c1ccc(CN2CCOCC2)cc1
  7, 1, -5, 15, -2, 6, 5, -2, -12, -8, -4
- O=C(N/C(=C\c1ccccc1)C(=O)N1CCCCC1)c1ccco1
  10, -4, 2, -14, 6, -11, -6, -16, 5, -7, 0
- Cc1cccc(C(=O)NCCCNC(=O)c2cccnc2)c1
  9, -11, 8, 3, 2, 5, -1, -26, -1, -27, 1
- CCOc1cc(/C=C2\SC(=Nc3ccc(CC)cc3)NC2=O)ccc1OCC(=O)O
  -12, 0, 23, 1, 13, 9, -1, 4, 7, -3, 3
- COCCNc1nc(CSc2ccccc2)nc2sc(C)c(C)c12
  -4, 15, 7, -1, 13, 0, -4, -9, 8, 15, -3
- CCCn1c(SCc2nc(N)nc(N3CCCCC3)n2)nc2c1c(=O)n(C)c(=O)n2C
  23, -1, 16, -6, -2, 1, 18, 1, -5, 3, 1
- CCCCc1ccc(NC(=O)CSc2nnc(CNC(=O)c3ccco3)o2)cc1
  -3, 3, 10, 2, -2, 1, -4, -29, -10, -8, 5
- C=CCn1cc(C(=O)NCc2ccc3c(c2)OCO3)c(=O)c2cc(S(=O)(=O)N(CC)CC)ccc21
  25, 8, -18, 6, 12, -10, 15, 0, -7, -3, 15
- N/C(=N\OC(=O)c1ccc(Br)cc1)c1cccc([N+](=O)[O-])c1
  -32, -19, -15, -9, -18, 2, -85, -40, -22, -3, -43
- NC(=O)c1ccsc1NC(=O)CN1C(=O)NC2(CCCCC2)C1=O
  9, 18, 15, 0, -17, 7, 11, -5, 8, -5, 4
- Cc1ccc(-c2nc(Nc3ccccc3)n[nH]2)cc1
  -42, -113, 40, -55, -19, 7, -13, -84, -175, 3, -47
